Tat export inh – E. coli Tat transport inhibition. inhibition, % at 10 µM. E. coli MC4100 TorA-mCherry Tat export, fluorescence. AID 488895. 340,000 tested, 0.036% active;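 active means mean replicate inhibition at least 50% and at least half of replicates individually reaching 50%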;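 further: exported cargo escapes ClpAP degradation while cytoplasmic cargo is degraded and loses fluorescence; 0% = median of neutral control wells and 100% = median of NaSCN control wells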
CAL PDZ FP-1 – inhibitors of human CAL PDZ peptide binding; Q9HD26; purified CAL PDZ, TMR-peptide fluorescence polarization, 1 h; inhibition, % at 20 µM; 330,000 tested, 0.02% active; AID 504414;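 active means highest replicate inhibition of at least 40%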;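 further: plate controls were DMSO neutral control wells for no effect and unlabeled competitor peptide control wells for full effect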
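Test system: tagged CAL PDZ domain / Buffer or medium: sodium phosphate/NaCl buffer pH 7.4 with TCEP, IgG, Thesit / Reagent: TMR-labelled reporter peptide T*-PRC34 bound in PDZ groove / Compound dosing: single point, 20 µM / Schedule: 1 h incubation at room temperature before polarization reading / Technique: fluorescence polarization (mP) / Benchmarks: unlabelled peptide, DMSO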
Ecoli viability – bacterial growth inhibition, counter-screen for AddAB inhibitors; inhibition, % at 11.9 µM; E. coli V3065 growth, OD600 absorbance, 18 h; 330,000 tested, 0.27% active;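 active means inhibition above the campaign's mean inhibition across all tested compounds plus 3 SD, cut at about 9.9% in these data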;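 further: uninfected addAB+ strain grown without phage in ampicillin broth; 0% = DMSO wells and 100% = ciprofloxacin 0.95 µg/ml wells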
Wnt bcat act – activators of Wnt/beta-catenin signaling; 300,000 tested, 1.2% active; Wnt/beta-catenin reporter cell assay, activator, plate reader; activation, % at 9.35 µM; in the data active means activation above about 30%, passing the limit was not always enough;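 further: 0% = neutral control wells and 100% = positive control wells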
SR-BI DiI inh – blocks mouse SR-BI lipid uptake from DiI-HDL | 320,000 tested, 0.96% active | ldlA[mSR-BI] CHO cells, DiI-HDL uptake fluorescence, 3 h | inhibition, % at 12.5 µM | Q61009;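 active means mean replicate inhibition of at least 70% and a set share of replicates each scoring 70 or more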;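 further: 0% = median of neutral control wells and 100% = median of positive control wells; values of inactives mirror those of a sister screen read the other way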
Target sequence (Q61009 whole entry, looked up): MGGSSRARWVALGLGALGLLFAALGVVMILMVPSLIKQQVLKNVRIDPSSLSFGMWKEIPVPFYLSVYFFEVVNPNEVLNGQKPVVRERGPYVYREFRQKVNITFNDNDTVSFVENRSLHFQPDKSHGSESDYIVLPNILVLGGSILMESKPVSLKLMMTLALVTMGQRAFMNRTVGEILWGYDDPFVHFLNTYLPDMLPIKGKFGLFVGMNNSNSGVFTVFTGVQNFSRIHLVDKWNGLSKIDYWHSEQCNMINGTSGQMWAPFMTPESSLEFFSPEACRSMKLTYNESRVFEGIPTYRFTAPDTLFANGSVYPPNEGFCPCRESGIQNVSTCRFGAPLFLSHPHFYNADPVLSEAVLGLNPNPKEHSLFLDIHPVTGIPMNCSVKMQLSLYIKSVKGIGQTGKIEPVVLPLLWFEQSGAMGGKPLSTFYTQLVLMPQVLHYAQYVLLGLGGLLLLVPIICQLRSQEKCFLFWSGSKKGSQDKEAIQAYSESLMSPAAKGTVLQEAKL
AddAB inh – less growth of phage-infected E. coli with AddAB. E. coli expressing H. pylori AddAB, absorbance growth. inhibition, % at 11.9 µM. 330,000 tested, 0.29% active. AID 435030; in the data active means inhibition above about 12%;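 further: 0% = vehicle wells of infected cells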
CAL PDZ FP-2 – CAL PDZ (human) peptide binding inhibition; Q9HD26; AID 602252; 300,000 tested, 0.92% active; purified CAL PDZ, TMR-peptide fluorescence polarization, 1 h; inhibition, % at 24.9 µM;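 active means mean inhibition of at least 30% with at least half of replicates also reaching 30%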;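 further: 0% = DMSO neutral control and 100% = excess unlabeled competitor peptide PRC23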
MITF act – activators of MITF-driven TRPM1 promoter activity in SK-MEL-5 cells | SK-MEL-5 TRPM1-promoter luciferase, 24 h; % of positive control, neutral wells = 0 | activation, % at 12.5 µM | 300,000 tested, 0.75% active | AID 588334;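 active means mean activation of at least 80% with every replicate also reaching 80%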;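 further: 0% = neutral control wells and 100% = parthenolide positive control wells; values of inactives mirror those of a sister screen read the other way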
SR-BI DiI-HDL act – activators of SR-BI mediated HDL lipid uptake; CHO ldlA[mSR-BI] cells, DiI-HDL uptake fluorescence, 3 h; 100 = double the neutral-control signal; activation, % at 12.5 µM; 320,000 tested, 0.096% active;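 active means mean replicate activation of at least 60% and every replicate at or above 60%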;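 further: 0% = median plate neutral-control signal and 100% = twice that signal; values of inactives mirror those of a sister screen read the other way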
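Test system: SR-BI-overexpressing, LDLR-lacking CHO cells; Also added: labelled HDL, 10 µg/mL; Measured by: bottom-read cell fluorescence after medium removal, ex 550/em 595 nm; Timing: 3 h uptake period with compound, 37 °C; Buffer or medium: F12, 0.5% BSA, 25 mM HEPES; Doses: single compound concentration, delivered by pin transfer.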
phage Ecoli inh – E. coli growth loss with phage present. 360,000 tested, 0.26% active. AID 651602. growth absorbance. inhibition, % at 11.9 µM; in the data active means inhibition above about 11%
Starred values were filed as active, the others as inactive; . = not tested or not shown. Not a hit list; overall some 3.6% were active at least once.

SMILES	Tat export inh	CAL PDZ FP-1	Ecoli viability	Wnt bcat act	SR-BI DiI inh	AddAB inh	CAL PDZ FP-2	MITF act	SR-BI DiI-HDL act	phage Ecoli inh
Cn1c(N)c(C(=O)COC(=O)/C=C/c2ccc(Cl)c(Cl)c2)c(=O)n(C)c1=O	-7	-0.5	-1.8	-3	13	-5.1	-5	3	-13	2.2
S=C(Nc1ccc(Br)cc1Cl)Nn1cnnc1	15	-0.6	-1.0	0	4	-2.9	.	12	-4	2.3
Cc1cc(C)c(S(=O)(=O)N2CCOC2CNC(=O)C(=O)NCCN(C)C)c(C)c1 (centres undefined)	-9	-2.2	-1.3	-2	-42	3.6	-5	-2	42	-0.1
CC(C)n1cc(CN2CCC(Oc3ccc(C(=O)N4CCCC4)cc3)CC2)cn1	3	-2.3	-0.3	0	0	-0.4	0	7	0	1.2
Cc1ccc(N2CC(C(=O)Nc3ccc(C)c(S(=O)(=O)N(C)C)c3)CC2=O)cc1 (centres undefined)	2	-0.8	-0.8	-2	-2	-2.5	2	-19	2	2.9
C=CCCC(=O)N1C[C@H]2CON(C)[C@H]2C[C@H]1c1cccc(Br)c1	-7	-0.1	.	-3	0	.	-5	8	0	-0.3
CC(NC(=O)/C=C/c1ccccc1)c1ccccc1 (centres undefined)	-7	-0.5	4.2	1	-10	2.6	-6	-5	10	2.8
O=C(Nc1cc(C(F)(F)F)ccc1-n1cncn1)c1ccc(-c2ccccc2)cc1	1	0.2	0.9	1	23	-1.1	1	1	.	4.2
CCOc1cc(C(=S)N2CCOCC2)ccc1OC(=O)/C=C/c1ccc(OC)c(OC)c1	3	0.3	-2.2	-2	69	2.3	1	5	-69	2.3
COc1ccc(NC(=S)N2CCN(S(=O)(=O)c3ccc(C)cc3)CC2)cc1	-6	-1.9	-1.4	-1	-24	-1.1	-2	2	.	0.7
CCOC(=O)C1CCN(C(=O)c2cnn3c(C)cc(C)nc23)CC1	-5	0.9	0.6	-5	-6	0.6	.	.	6	2.5
Cc1ccc(S(=O)(=O)/N=C(/Nc2ccc([N+](=O)[O-])cc2[N+](=O)[O-])c2ccccc2)cc1	-1	-0.4	-0.9	6	5	0.2	-16	8	-5	2.5
CN1CCN(Cc2cccc3ncccc23)CC1CCO (centres undefined)	-6	1.8	.	1	-20	.	-4	.	20	3.0
COc1ccc(NC(=O)CN2CCN(S(=O)(=O)N(C)C)CC2)cc1	-3	-0.2	-1.7	1	-26	1.9	-3	-10	26	1.4
CCOC(=O)C(C)CC(C)C(=O)N1CCOCCOCCN(C(=O)C(C)CC(C)C(=O)OCC)CCOCC1 (centres undefined)	6	-0.7	-0.1	-3	-22	-0.2	-3	.	22	-0.2
CCc1nc2ccccc2c(C(=O)Nc2cc(C)ccc2C)c1C	-2	.	0.5	2	15	2.6	-1	-5	-15	0.1
Cc1ccc2[nH]c(=O)c3cc(C(=O)NCCN4CCN(C)CC4)sc3c2c1	-6	-1.8	2.1	-3	14	9.1	1	3	-14	0.8
CCCCN(CC)CCCNC(=S)Nc1ccc2nc(N3CCN(C)CC3)cc(C)c2c1	-1	0.6	-1.4	3	19	1.8	-3	7	-19	0.3
C=C(C)CSC1=C(C#N)C(c2ccsc2)CC(=O)N1 (centres undefined)	-3	-3.7	-1.7	1	-41	3.1	-2	.	41	2.3
CCn1c(CNC(=O)COc2ccc(C(C)C)cc2)nnc1SCC(=O)Nc1ccccc1F	16	-0.9	-1.6	.	19	2.3	-1	1	-19	0.0
CCCN(c1ccc(C)cc1)c1nc(=O)c2cccnc2s1	.	.	0.8	0	.	2.0	.	.	.	1.2
O=C(N/N=C/c1sc(N2CCCCC2)nc1-c1cccs1)C1CC1	-15	-0.5	2.3	.	25	1.2	-4	8	-25	3.3
Cc1ccc(S(=O)(=O)N2[C@@H](c3ccc(Cl)cc3)C(C(=O)O)=CC[C@H]2c2cccc(C)c2)cc1	7	-1.3	-0.4	3	-18	4.2	-1	.	18	1.0
Cn1cccc1Cc1nnc(SCC(=O)NCC2CCCO2)n1C (centres undefined)	2	-1.0	0.3	-3	-17	-0.3	5	3	17	-0.7
NC(=O)CSc1cn(CCNC(=O)c2cccs2)c2ccccc12	2	-1.0	2.6	0	-19	-1.9	.	5	19	2.9
CC(C)CNC(=O)COc1ccccc1[N+](=O)[O-]	6	-0.1	-1.3	.	-15	-0.8	-4	0	15	1.8
Cc1cc(C)nc(NS(=O)(=O)c2ccc(NC(=O)COc3ccccc3)cc2)n1	-4	.	-1.3	-3	-45	5.1	-2	.	45	2.2
COc1ccc(OC)c(CN2CCN(CC(=O)Nc3ccccc3C(=O)NC3CC3)CC2)c1	-3	-0.7	0.7	-3	-7	-1.0	-4	13	7	3.1
COc1ccc(CN2C(=O)C(C)N(C(=O)c3c(F)cccc3F)c3ccccc32)cc1 (centres undefined)	16	-0.4	-2.4	-2	-4	-0.2	-5	-8	4	-1.4
CCc1ccc(Nc2nnc(SCC(=O)NCCN3C(=O)CSC3=O)s2)cc1	2	-2.5	-1.4	24	10	0.4	-1	24	-10	5.5
CCOc1ccc(OCC)c(NC(=O)CN(C)S(=O)(=O)c2cnc[nH]2)c1	6	-0.2	4.0	.	-1	4.0	-1	-7	1	0.4
CC1CCCCN1Cc1cnc(Cl)s1 (centres undefined)	-3	.	1.8	1	-15	0.9	-6	-9	15	2.5
CC(=O)Nc1ccc(S(=O)(=O)N2CCN(Cc3ccncc3)CC2)cc1	-5	1.0	-1.3	.	-4	-1.7	-3	-8	4	2.5
O=C(OCCN1CCOCC1)c1cccc(F)c1	-3	.	0.3	0	5	3.9	2	-7	-5	2.6
COc1cc2c(c(OC)c1OC)-c1ccc(SC)c(=O)cc1C(NC=O)CC2 (centres undefined)	4	-0.2	.	-4	-19	.	-5	.	19	2.3
Cc1oc2c(c1C(=O)c1ccccc1)C(=O)C(=O)c1ccccc1-2	2	0.3	2.6	.	29	3.0	-3	15	-29	4.3
O=C(O)c1ccc2c(=O)n3c(nc2c1)/C(=C/c1ccc(Cl)c(Cl)c1)CC3	2	-3.3	-2.0	3	11	-0.4	-5	-4	-11	2.3
Fc1ccccc1N1CCN(c2ncnc3nc[nH]c23)CC1	2	-3.8	1.4	5	-19	1.2	-2	17	19	-0.6
O=C(NC1CCCCC1)C1(S(=O)(=O)c2ccc(Cl)cc2)CC1	3	-2.0	-0.3	-1	4	3.3	-1	2	-4	-0.1
COc1ccc(Cl)cc1NC(=O)C1COc2ccccc2O1 (centres undefined)	18	-0.7	-0.3	18	20	1.6	.	12	-20	2.2
O=C(C1CC(=O)N(C2CCCC2)C1)N1CCN(c2ccccc2F)CC1 (centres undefined)	29	-0.1	-3.4	-4	-16	-0.5	.	.	21	2.8
COc1cccc(/C=N/NC(=O)c2ccc(=O)n(C)c2)c1OC	-3	-3.1	-1.9	-1	21	-1.2	-7	-8	-21	3.7
CCN(CC(=O)N1CCCC1)S(=O)(=O)c1ccc(F)cc1	0	-0.7	.	0	-39	.	-2	.	39	2.4
C=CCOC(=O)C1=C[C@@H](c2ccc(C(F)(F)F)cc2)C[C@@H](OCc2ccc(CO)cc2)O1	7	-5.0	-2.4	-3	-5	0.5	3	-1	5	-0.5
C[C@H](NC(=O)c1nc[nH]c1C(=O)NC(c1ccccc1)c1ccccc1)C(=O)OC(C)(C)C	1	-0.2	0.0	-4	-2	0.1	-2	-7	2	3.7
CCn1c(CC(=O)Nc2ccccc2F)nnc1SCC(=O)NC1CCCC1	-8	-0.7	2.3	-1	.	1.6	-7	7	.	1.0
CN(CCc1ccccc1)C(=O)c1ccc(NC(=O)Cc2cccc(NC(=O)C3CCN(C(=O)C4CCCC4)CC3)c2)cc1	-1	-1.2	.	-2	22	.	0	8	-22	2.7
O=S(=O)(c1ccc(Br)cc1F)N1CCCCC1CCO (centres undefined)	-6	-0.9	.	-1	4	.	-6	11	-4	3.5
COc1cc(C(=O)Nc2ccc(O)cc2C(=O)O)ccc1OC(C)=O	-1	-0.2	-2.1	.	6	-1.2	.	-6	-6	2.5
O=C(c1cc2ccccc2o1)N1CCN(c2cccc(C(F)(F)F)c2)CC1	-10	-0.6	-0.5	-2	-18	3.1	.	11	.	1.4
COc1ccc(C2CC(=O)Oc3cc(C)cc(C)c32)cc1 (centres undefined)	7	-1.3	3.6	-1	.	1.9	-1	0	.	0.2
Cc1ccccc1OC(=O)c1cccc(S(=O)(=O)N2CCN(C)CC2)c1	4	-0.5	0.3	-2	8	2.7	.	-5	-8	0.1
O=C(O)/C=C\c1cccc(-n2cnnn2)c1	-10	0.4	-1.6	.	-10	-1.8	0	19	10	2.0
FC(F)(F)c1nnc2n1N=C(c1cccs1)CS2	5	-0.3	1.5	-1	-14	-2.1	0	2	14	1.6
COc1ccc(Cc2nnc(NC(=O)c3c(-c4ccccc4)noc3C)s2)cc1OC	-3	-0.8	0.9	-2	-11	3.7	.	-9	11	3.2
COc1ccc(C)cc1NC(=O)C(NCC(O)c1ccccc1)c1ccccc1 (centres undefined)	3	0.3	-1.8	2	34	0.2	-2	2	-34	0.4
Cc1ccc(S(=O)(=O)NCCc2cc3ccc(C)cc3[nH]c2=O)cc1	-4	-3.5	-1.0	1	-12	3.5	-4	-7	12	3.9
Cc1cc(C)cc(NC(=O)N2CCCN(Cc3c(F)cccc3Cl)CC2)c1	-2	-1.4	1.6	-2	12	-1.3	0	-3	-12	-1.5
Cc1cc(C)nc(NC(=O)c2ccccc2O)n1	6	-0.4	1.0	2	-9	1.9	-3	-24	9	0.7
CC(=O)N1N=C(N)SC1c1cccc([N+](=O)[O-])c1 (centres undefined)	-11	0.5	-0.7	.	-3	-1.7	-2	-11	3	2.3

Copied from the listing (2 entries):
SMILES	Tat export inh	CAL PDZ FP-1	Ecoli viability	Wnt bcat act	SR-BI DiI inh	AddAB inh	CAL PDZ FP-2	MITF act	SR-BI DiI-HDL act	phage Ecoli inh
O=C(O)/C=C\c1cccc(-n2cnnn2)c1	-10	0.4	-1.6	.	-10	-1.8	0	19	10	2.0
FC(F)(F)c1nnc2n1N=C(c1cccs1)CS2	5	-0.3	1.5	-1	-14	-2.1	0	2	14	1.6

Remaining list, next part.
SMILES	Tat export inh	CAL PDZ FP-1	Ecoli viability	Wnt bcat act	SR-BI DiI inh	AddAB inh	CAL PDZ FP-2	MITF act	SR-BI DiI-HDL act	phage Ecoli inh
Cc1ccc(Cl)cc1N1CCN(C(=O)c2noc(C(C)C)c2[N+](=O)[O-])CC1	2	-1.8	1.3	-1	45	4.1	1	-5	-45	1.7
O=C(Nc1ccccc1Oc1ccccc1)C1=COCCO1	-5	-3.3	1.3	-8	3	-0.6	-2	-6	-3	0.2
N#Cc1ccccc1Sc1ccccc1C(=O)N1CCOCC1	3	.	-1.2	.	-27	-4.0	-2	-1	27	2.6
CN1CCC(N(C)C(=O)c2ccc(Cl)c(S(=O)(=O)N3CCCCC3)c2)CC1	1	0.5	-0.5	-3	-18	0.3	2	9	18	2.4
